Bioassay records as filed in PubChem BioAssay.
UBC13 inh – UBC13 polyubiquitin chain formation inhibitors, primary screen, biochemical, TR-FRET, uHTS; AID 485273, 2010; inhibition, % at 20 µM; Ubiquitin-conjugating enzyme E2 N (Homo sapiens), P61088; hit rate 0.47% among 330,000; in the data active means inhibition above about 45%, passing the limit was not always enough; inconclusive means no clear call, values can overlap the other calls
Target sequence (P61088 whole entry, looked up): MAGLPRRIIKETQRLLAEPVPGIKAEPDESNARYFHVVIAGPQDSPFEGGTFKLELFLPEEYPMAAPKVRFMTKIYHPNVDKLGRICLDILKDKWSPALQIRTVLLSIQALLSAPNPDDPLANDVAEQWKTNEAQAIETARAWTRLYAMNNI
SENP8 block-1 – SENP8 protease inhibitors, primary screen, biochemical, luminescence; Sentrin-specific protease 8 (Homo sapiens), Q96LD8; purified SENP8, Z-RLRGG-aminoluciferin cleavage; inhibition, % at 10 µM; hit rate 1.2% among 330,000; AID 2540, 2010; in the data active means inhibition above about 50%
SENP8 block-2 – human SENP8 protease inhibitors, primary screen, biochemical, fluorescence, Nedd8 protein substrate, uHTS. Sentrin-specific protease 8 (Homo sapiens), Q96LD8. recombinant SENP8. inhibition, % at 20 µM. hit rate 0.64% among 360,000. AID 602440, 2012; in the data active means inhibition mostly above about 40%, no sharp cut-off; inactive means mostly below about 27%
MIN6 prolif – inducers of MIN6 beta-cell proliferation, primary screen, ATP luminescence, uHTS; hit rate 0.29% among 330,000; MIN6 cells proliferation, ATPlite luminescence, 48 h; cells starved in 0.2% serum; 100% = growth in 10% serum; proliferation, % at 10 µM;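 active means compounds whose signal lies at least 3.5 SD above the mean of all wells on their plate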;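 further: 0% = DMSO-treated cells in low-serum medium and 100% = 10% serum control; some compounds called inactive have numbers as strong as hits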
SENP6 block – SENP6 protease inhibitors, primary screen, biochemical, luminescence, uHTS. AID 2599, 2010. inhibition, % at 10 µM. Recombinant SENP6 catalytic domain, aminoluciferin luminescence. hit rate 1.8% among 330,000. Sentrin-specific protease 6 (Homo sapiens), Q9GZR1;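 active means inhibition above about 50% at the single tested dose, limit read from the data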;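 further: plate controls were DMSO wells with enzyme for no effect and DMSO wells lacking enzyme for full effect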
Target sequence (Q9GZR1 628-1112 limits assumed): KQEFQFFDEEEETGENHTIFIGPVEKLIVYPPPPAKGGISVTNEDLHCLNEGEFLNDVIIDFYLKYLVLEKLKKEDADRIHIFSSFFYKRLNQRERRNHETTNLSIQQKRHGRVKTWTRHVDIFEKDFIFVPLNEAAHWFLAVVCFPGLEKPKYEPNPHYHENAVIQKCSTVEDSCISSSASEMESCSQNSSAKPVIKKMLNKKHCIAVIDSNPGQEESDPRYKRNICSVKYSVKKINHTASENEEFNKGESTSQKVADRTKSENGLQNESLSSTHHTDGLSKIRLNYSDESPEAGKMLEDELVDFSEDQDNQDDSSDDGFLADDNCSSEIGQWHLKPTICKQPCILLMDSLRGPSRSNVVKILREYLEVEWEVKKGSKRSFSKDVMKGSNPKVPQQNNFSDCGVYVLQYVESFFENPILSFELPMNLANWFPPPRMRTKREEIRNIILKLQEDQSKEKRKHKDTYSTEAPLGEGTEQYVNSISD
SENP7 block – SENP7 protease inhibitors, primary screen, biochemical, luminescence, uHTS. recombinant SENP7, Z-RLRGG-aminoluciferin luminescence, 40 min. AID 434973, 2010. inhibition, % at 5 µM. Sentrin-specific protease 7 (Homo sapiens), Q9BQF6. hit rate 1.5% among 330,000;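 active means inhibition above about 50% at the single test dose, limit read from the data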;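 further: plate controls were DMSO with enzyme for no effect and no enzyme buffer wells for full effect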
Target sequence (Q9BQF6 706-1050 limits assumed): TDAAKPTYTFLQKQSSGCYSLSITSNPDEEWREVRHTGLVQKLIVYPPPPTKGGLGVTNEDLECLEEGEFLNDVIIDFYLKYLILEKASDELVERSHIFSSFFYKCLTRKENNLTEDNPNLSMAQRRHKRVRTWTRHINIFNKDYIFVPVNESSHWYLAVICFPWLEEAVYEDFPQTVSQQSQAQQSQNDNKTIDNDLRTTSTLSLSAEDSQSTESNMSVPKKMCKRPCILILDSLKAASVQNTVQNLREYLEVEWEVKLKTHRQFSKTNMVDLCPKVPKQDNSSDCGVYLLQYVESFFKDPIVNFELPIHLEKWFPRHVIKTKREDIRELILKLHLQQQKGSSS
HKDC1 inhibitor – HKDC1 hexokinase inhibitors, primary screen, biochemical, fluorescence, uHTS | hit rate 0.16% among 340,000 | recombinant HKDC1, G6PDH/diaphorase resazurin coupled fluorescence | inhibition, % at 20 µM | Q2TB90;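 active means inhibition above about 35% when tested at 20 µM, limit read from the data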;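 further: plate controls were DMSO wells with enzyme for no effect and DMSO wells lacking enzyme for full effect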
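System: Recombinant HKDC1 hexokinase | Amount: HKDC1 at 5 µg/mL | Reagent: Glucose with 1 mM ATP | Doses: Single 20 µM dose | Incubation: Reaction time 90 min, room temperature, protected from light | Signal: Coupled resazurin fluorescence, excitation 525 nm, emission 613 nm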
SENP1 inh – human SENP1 catalytic domain inhibitors, primary screen, biochemical, FRET, uHTS; Sentrin-specific protease 1 (Homo sapiens), Q9P0U3; recombinant SENP1 catalytic domain, CyPet-SUMO1-YPet FRET cleavage; inhibition, % at 10 µM; hit rate 0.21% among 360,000; AID 624204, 2012;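 active means inhibition at least 30% at 10 µM, raw YFP signal under a set limit, fluorescence ratio 0.5 to 1.5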;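 further: 0% = enzyme with DMSO and 100% = no enzyme wells; some results filed as inactive read as strong as hits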
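Test system: hSENP1 catalytic domain, recombinant; Amount: 20 pM final SENP1 enzyme; Medium: Tris pH 8 buffer plus EDTA, NaCl, BME, BSA, NP40, catalase; Schedule: 50 min enzyme reaction, room temperature, light-protected; Technique: FRET fluorescence in CFP and YFP emission channels; Controls: no-enzyme wells low, DMSO-plus-enzyme wells high control.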
PfG6PD inh – PfG6PD enzyme inhibitors, primary screen, biochemical, fluorescence intensity, uHTS. hit rate 0.78% among 350,000. inhibition, % at 20 µM. PfGluPho enzyme, NADPH resazurin-diaphorase fluorescence. glucose-6-phosphate dehydrogenase-6-phosphogluconolactonase (Plasmodium falciparum 3D7);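 active means inhibition reaching at least a set limit at 20 µM in the primary screen, cut at about 59% in these data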;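 further: 0% = DMSO wells with substrate and 100% = DMSO wells lacking glucose-6-phosphate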
An asterisk follows results filed as active; ? = inconclusive; . = not tested or not shown.

SMILES | UBC13 inh | SENP8 block-1 | SENP8 block-2 | MIN6 prolif | SENP6 block | SENP7 block | HKDC1 inhibitor | SENP1 inh | PfG6PD inh
Cc1cccc(C(=O)NC(C(=O)Nc2cccc(S(=O)(=O)N3CCCC3)c2)C(C)C)c1 (stereo not drawn) | 6 | 6 | 4 | -2 | -1 | 0 | 1 | -1 | 0
CN(C)S(=O)(=O)c1cccc(NC(=O)COC(=O)/C=C/c2ccco2)c1 | -7 | -13 | 16 | -1 | -19 | -2 | -5 | -2 | 4
COc1ccc(OC)c2c1sc(=NC(=O)c1cccc(N3C(=O)CCC3=O)c1)n2C | ? | -10 | -376 | -3 | -27 | -7 | -1 | -3 | 13
CCOc1ccc(C(CC(=O)O)NS(=O)(=O)c2ccc(C)cc2)cc1OC (stereo not drawn) | -8 | 5 | 12 | -3 | 10 | 12 | -5 | -2 | 7
COc1ccc(CN(C(=O)c2cccc(OC)c2)C2CCS(=O)(=O)C2)cc1 (stereo not drawn) | 8 | 2 | 22 | -3 | -31 | 2 | -6 | 1 | 10
O=C1COc2ccc(S(=O)(=O)N3CCc4ccccc43)cc2N1 | 2 | -1 | 8 | -1 | -2 | 8 | -4 | 1 | 17
CCNc1nc(NCC)n2c(SCC(=O)Nc3cccc(Cl)c3)nnc2n1 | -5 | -18 | 11 | 2 | 1 | -13 | -1 | 0 | 5
Cc1nnc(NC(=O)c2ccc(S(=O)(=O)N3CC(C)CC(C)C3)cc2)o1 (stereo not drawn) | -5 | 0 | 0 | -3 | -8 | 3 | -7 | 0 | -40
C/C(Cc1ccccc1)=N\NC(=O)CNC(=O)c1ccccc1O | 10 | 7 | -195 | -1 | -11 | -4 | -6 | 0 | -3
Cc1cc(C)n2nc(C(=O)OCC(=O)NNC(=O)c3ccc(Cl)cc3)nc2n1 | 2 | -11 | 11 | 6 | -9 | -5 | -5 | 1 | -4
Cc1ccc(-c2cnn(-c3cccc(C(F)(F)F)c3)c2N)cc1 | 4 | 3 | 5 | -4 | 0 | 7 | -7 | 0 | 12
Cc1cc(=O)nc2c3ccccc3n(CC(=O)NC(C)c3ccc4c(c3)OCCO4)n12 (stereo not drawn) | 1 | 1 | -19 | -4 | -1 | 7 | 2 | -2 | -15
CCC(C)Nc1c2c(nc3c(-c4ccccc4)c(C)nn13)CCC2 (stereo not drawn) | 15 | 3 | -340 | -6 | -1 | 3 | -5 | 1 | 11
Cc1ccc(NC(=O)CSCC(=O)N2CCOCC2)cc1 | -8 | -4 | 18 | 2 | -9 | 3 | -12 | 2 | 7
Cc1ccccc1NC(=O)NC1CCS(=O)(=O)C1 (stereo not drawn) | 10 | -2 | 9 | 1 | -10 | -8 | 1 | 3 | -6
COc1ccccc1NC(=O)c1ccccc1C(=O)Nc1ccccc1OC | -2 | 4 | 15 | 1 | 6 | 2 | -7 | 0 | -19
Nc1nc(CSCc2ccccc2)nc(N2CCOCC2)n1 | -5 | 0 | 14 | 3 | -3 | 8 | -4 | -4 | -11
CCO[C@H]1OC(C(=O)O)=C[C@@H](c2ccc3c(c2)OCO3)[C@@H]1CCCO | -3 | -12 | -5 | 0 | 2 | 6 | -3 | -1 | -13
CCOc1ccc(NC(=O)c2ccc(NC(=O)C3CCCO3)cc2)cc1 (stereo not drawn) | 2 | -1 | 14 | 0 | -27 | 2 | -4 | 0 | 1
O=C(NCCN1CCN(c2ccccc2)CC1)c1cccn2c(=O)c3ccccc3nc12 | 12 | 0 | -232 | -1 | -3 | -1 | -1 | -28 | 12
CC1(C)Cc2c(c(N3CCOCC3)nc3sc4c(NCC5CCCO5)nnnc4c23)CS1 (stereo not drawn) | -19 | 2 | -133 | -6 | 2 | 9 | 45* | -46 | 52
CC(C)Oc1ccc(S(=O)(=O)N2CCOCC2)cc1NC(=O)c1nn(C)c(=O)c2ccccc12 | . | . | -6 | . | . | . | 0 | 1 | 8
Cc1ccc(S(=O)(=O)CCC(=O)NCc2ccccc2Cl)cc1 | 7 | 7 | 1 | 1 | -4 | 7 | -10 | 1 | -3
CCOc1ccc2oc(C(=O)Nc3nccs3)c(C)c2c1 | 13 | 22 | -186 | -3 | 11 | 78* | 9 | -23 | 2
CC1CCc2sc(C(=O)NC3CCCCC3)cc2C1 (stereo not drawn) | 4 | -13 | 5 | -1 | 6 | 16 | -1 | -3 | 7

An excerpt from above in order of formula weight, lowest first.
SMILES | UBC13 inh | SENP8 block-1 | SENP8 block-2 | MIN6 prolif | SENP6 block | SENP7 block | HKDC1 inhibitor | SENP1 inh | PfG6PD inh
CCOc1ccc2oc(C(=O)Nc3nccs3)c(C)c2c1 | 13 | 22 | -186 | -3 | 11 | 78* | 9 | -23 | 2
CCO[C@H]1OC(C(=O)O)=C[C@@H](c2ccc3c(c2)OCO3)[C@@H]1CCCO | -3 | -12 | -5 | 0 | 2 | 6 | -3 | -1 | -13
Cc1ccc(S(=O)(=O)CCC(=O)NCc2ccccc2Cl)cc1 | 7 | 7 | 1 | 1 | -4 | 7 | -10 | 1 | -3
COc1ccccc1NC(=O)c1ccccc1C(=O)Nc1ccccc1OC | -2 | 4 | 15 | 1 | 6 | 2 | -7 | 0 | -19
CCOc1ccc(C(CC(=O)O)NS(=O)(=O)c2ccc(C)cc2)cc1OC (stereo not drawn) | -8 | 5 | 12 | -3 | 10 | 12 | -5 | -2 | 7
Cc1cc(C)n2nc(C(=O)OCC(=O)NNC(=O)c3ccc(Cl)cc3)nc2n1 | 2 | -11 | 11 | 6 | -9 | -5 | -5 | 1 | -4
Cc1cc(=O)nc2c3ccccc3n(CC(=O)NC(C)c3ccc4c(c3)OCCO4)n12 (stereo not drawn) | 1 | 1 | -19 | -4 | -1 | 7 | 2 | -2 | -15
COc1ccc(OC)c2c1sc(=NC(=O)c1cccc(N3C(=O)CCC3=O)c1)n2C | ? | -10 | -376 | -3 | -27 | -7 | -1 | -3 | 13
O=C(NCCN1CCN(c2ccccc2)CC1)c1cccn2c(=O)c3ccccc3nc12 | 12 | 0 | -232 | -1 | -3 | -1 | -1 | -28 | 12
Cc1cccc(C(=O)NC(C(=O)Nc2cccc(S(=O)(=O)N3CCCC3)c2)C(C)C)c1 (stereo not drawn) | 6 | 6 | 4 | -2 | -1 | 0 | 1 | -1 | 0

New compounds follow
SMILES | UBC13 inh | SENP8 block-1 | SENP8 block-2 | MIN6 prolif | SENP6 block | SENP7 block | HKDC1 inhibitor | SENP1 inh | PfG6PD inh
COCCCn1c(SCC(=O)N2CCc3ccccc32)nnc1-c1ccoc1C | 0 | -8 | 2 | 0 | -8 | 0 | 0 | -6 | 9
COC(=O)c1ccc(C23CC4(C2)[C@H](CN(Cc2ccc(C(F)(F)F)cc2)[C@@H]4c2ccccc2)C3c2ccc(Cl)nc2)cc1 (stereo partly drawn) | 13 | -3 | . | -6 | -10 | 5 | -3 | . | -3
CCCN(C(=O)c1cc(S(=O)(=O)N2CCCCCC2)ccc1OC)C1CCS(=O)(=O)C1 (stereo not drawn) | 0 | 1 | 4 | 0 | -7 | -5 | 7 | 1 | -1
Cc1nnc(-c2ccco2)c2cn(-c3cccc(Br)c3)nc12 | -21 | -2 | -38 | -5 | -72 | -3 | 2 | 7 | 17
COc1ccc(CN2C(=O)c3cccnc3C2O)cc1 (stereo not drawn) | 11 | -3 | 12 | -2 | -20 | -10 | 41* | 0 | 14
O=C(COc1ccc(S(=O)(=O)N2CCCC2)cc1)N1CCN(c2ccccc2F)CC1 | -6 | -3 | 4 | 0 | -10 | -7 | -3 | 0 | 4
CCCN(CCC)CCNC(=O)C1c2ccccc2C(=O)N(CCOC)C1c1ccc(F)cc1 (stereo not drawn) | 3 | 2 | 19 | 3 | 9 | -6 | 1 | 0 | -2
COc1ccc(OCC(O)Cn2c(=N)n(CCN3CCOCC3)c3ccccc32)cc1 (stereo not drawn) | 11 | 0 | 16 | 1 | -4 | -2 | -2 | 1 | -1
CCOc1ccc(N(CC(=O)NCc2cccc(OC)c2)S(=O)(=O)c2c(C)noc2C)cc1 | -3 | -3 | 17 | 0 | 0 | -3 | -7 | -2 | -15
Cc1ccc(CNC(=O)c2ccc(N3CCC4(CC3)CC(c3cccc(Br)c3)=NO4)c(NC(=O)c3ccco3)c2)cc1 | -4 | -5 | 3 | -6 | -4 | 2 | -2 | -1 | 15
Cn1cccc1C(NC(=O)c1ccccc1)C(Cl)(Cl)Cl (stereo not drawn) | 9 | 3 | 16 | -1 | -19 | 2 | -1 | 0 | 1
COc1ccc(/C=N/NC(=O)c2cccc(NC(=O)c3ccc(F)cc3)c2)c(C(=O)O)c1OC | -5 | 7 | -94 | 1 | 9 | 2 | -11 | 1 | -13
CS(=O)(=O)N1CCN=C1SCc1ccc(F)cc1 | 7 | -8 | 9 | 7 | 5 | 5 | -4 | 2 | -5
Cc1cccc(C(=O)O/N=C(\N)CS(=O)(=O)c2ccccc2)c1 | 3 | -1 | 12 | -1 | -2 | 6 | -4 | 2 | 6
CN1CCN(C(=O)C2CCC(CNS(=O)(=O)c3cccc4cccnc34)CC2)CC1 (stereo not drawn) | 5 | 0 | 1 | 3 | -6 | 0 | -2 | -5 | 3
COc1ccc(CN(C)C(=O)c2[nH]c(C)c(C(C)=O)c2C)c(OC)c1OC | 2 | 4 | 13 | 3 | 2 | 7 | -3 | 1 | -7
Cc1ccc(C)c(CSc2nnc(C)c(=O)[nH]2)c1 | 9 | -1 | 17 | -1 | 0 | -2 | -8 | 3 | -10
CCCC(NC(=O)CCc1c(C)c2cc3c(-c4ccccc4)coc3cc2oc1=O)C(=O)O (stereo not drawn) | -1 | -7 | -191 | 1 | 7 | -5 | -5 | -3 | -24
CC(C)NC(=O)C1CCN(C(=O)C(C(=O)c2ccccc2)n2cc(Cl)ccc2=O)CC1 (stereo not drawn) | 3 | -1 | 14 | 1 | -6 | 2 | 10 | 2 | -2
CCOc1ccc2[nH]cc(S(=O)(=O)c3ccc(Cl)cc3)c(=O)c2c1 | 7 | -4 | -30 | -3 | -22 | 5 | -7 | 2 | -13

A second format for some results above.
| Structure | UBC13 inh | SENP8 block-1 | SENP8 block-2 | MIN6 prolif | SENP6 block | SENP7 block | HKDC1 inhibitor | SENP1 inh | PfG6PD inh |
| --- | --- | --- | --- | --- | --- | --- | --- | --- | --- |
| CC(C)NC(=O)C1CCN(C(=O)C(C(=O)c2ccccc2)n2cc(Cl)ccc2=O)CC1 (stereo not drawn) | 3 | -1 | 14 | 1 | -6 | 2 | 10 | 2 | -2 |
| CCOc1ccc2[nH]cc(S(=O)(=O)c3ccc(Cl)cc3)c(=O)c2c1 | 7 | -4 | -30 | -3 | -22 | 5 | -7 | 2 | -13 |
